Screens from PubChem.
KKLEB tox: CF airway cell cytotoxicity counter-screen. KKLEB CF airway cells viability, ATPlite luminescence, overnight; active compounds read low; cells stimulated with P. aeruginosa culture filtrate. activity change (cytotoxicity), % at 5 µM. 360,000 compounds, 0.36% hits;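 active = corrected activity change at or below -50% at 5 µM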
SRC3 inh: human NCOA3 inhibition | 360,000 compounds, 0.17% hits | HEK293 GAL4-SRC3 luciferase reporter, luminescence | inhibition, % at 3.6 µM | Q9Y6Q9;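 active = inhibition above a per-campaign cutoff, the mean of all compounds plus 3 SD, cut at about 60% in these data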;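 note: 0% = DMSO-treated cells and 100% = gossypol-treated cells at 36 µM; higher means less SRC3-driven luciferase light from the GAL4 reporter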
Target sequence (Q9Y6Q9 whole entry, looked up, the tested form may be a part): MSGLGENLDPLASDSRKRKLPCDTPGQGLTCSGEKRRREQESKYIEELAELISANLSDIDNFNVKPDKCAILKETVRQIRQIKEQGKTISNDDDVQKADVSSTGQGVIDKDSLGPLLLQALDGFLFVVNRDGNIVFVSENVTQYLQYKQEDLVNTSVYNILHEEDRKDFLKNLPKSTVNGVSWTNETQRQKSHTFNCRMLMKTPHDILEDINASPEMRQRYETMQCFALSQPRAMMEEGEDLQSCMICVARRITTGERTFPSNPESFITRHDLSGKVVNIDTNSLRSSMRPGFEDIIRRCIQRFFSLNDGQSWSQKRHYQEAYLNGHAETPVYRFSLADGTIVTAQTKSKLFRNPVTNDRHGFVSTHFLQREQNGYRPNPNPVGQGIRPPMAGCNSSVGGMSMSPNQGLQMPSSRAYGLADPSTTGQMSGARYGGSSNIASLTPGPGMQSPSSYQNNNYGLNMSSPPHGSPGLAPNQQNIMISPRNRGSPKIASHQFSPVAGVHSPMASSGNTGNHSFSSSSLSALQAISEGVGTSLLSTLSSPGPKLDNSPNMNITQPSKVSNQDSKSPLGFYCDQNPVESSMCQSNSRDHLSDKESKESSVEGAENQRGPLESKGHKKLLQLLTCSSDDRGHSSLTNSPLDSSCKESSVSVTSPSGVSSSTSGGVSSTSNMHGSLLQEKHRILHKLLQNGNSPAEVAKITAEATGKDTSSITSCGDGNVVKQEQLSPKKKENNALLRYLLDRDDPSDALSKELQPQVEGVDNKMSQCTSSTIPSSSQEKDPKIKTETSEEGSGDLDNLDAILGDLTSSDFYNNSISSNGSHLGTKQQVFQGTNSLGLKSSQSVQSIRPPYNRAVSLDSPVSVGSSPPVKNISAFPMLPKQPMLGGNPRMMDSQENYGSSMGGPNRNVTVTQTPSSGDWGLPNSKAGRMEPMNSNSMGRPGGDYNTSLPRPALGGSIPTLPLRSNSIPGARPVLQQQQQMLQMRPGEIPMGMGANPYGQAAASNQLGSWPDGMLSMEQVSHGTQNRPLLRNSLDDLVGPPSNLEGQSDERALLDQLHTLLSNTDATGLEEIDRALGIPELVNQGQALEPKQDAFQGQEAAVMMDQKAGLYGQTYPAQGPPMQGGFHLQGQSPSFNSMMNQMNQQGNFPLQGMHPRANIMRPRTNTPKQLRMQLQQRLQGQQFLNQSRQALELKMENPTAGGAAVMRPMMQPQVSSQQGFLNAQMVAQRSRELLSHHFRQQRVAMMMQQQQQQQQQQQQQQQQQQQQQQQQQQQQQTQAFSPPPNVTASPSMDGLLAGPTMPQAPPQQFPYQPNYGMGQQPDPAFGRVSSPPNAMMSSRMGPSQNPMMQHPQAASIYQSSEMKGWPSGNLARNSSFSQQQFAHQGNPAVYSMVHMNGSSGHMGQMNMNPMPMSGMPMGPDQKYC
EBV LMP1 NFkB: reduces LMP1-driven NF-kappaB luciferase signal; LMP1-induced NF-kappaB luciferase reporter cells, luminescence; inhibition, % at 12.5 µM; 350,000 compounds, 0.69% hits; in the data active = inhibition above about 41%;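 note: 0% = neutral control wells and 100% = reference inhibitor control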
COUP-TFII inh: NR2F2 (human) inhibition, primary screen | P24468 | HEK293T NGFI-A luciferase reporter, luminescence | inhibition, % at 8.6 µM | 370,000 compounds, 0.7% hits | AID 686940;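 active = inhibition above a per-plate cutoff, mean inhibition of test wells between control levels plus 3 SD, cut at about 38% in these data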;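 note: cells cotransfected with COUP-TFII expression vector driving the NGFI-A reporter; 0% = median of COUP-TF2 test wells and 100% = reporter-only cells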
Shn3 3UTR inh: Schnurri-3 reporter inhibition in Clone20 osteoblasts. Clone20 osteoblast Shn3 3'UTR firefly luciferase, 24 h. inhibition, % at 12.5 µM. 360,000 compounds, 0.52% hits;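 active = mean inhibition of at least 75% with every replicate also reaching 75%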;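 note: 0% = median of neutral control wells and 100% = pilot-screen positive control compound; some compounds past the cut are filed as inactive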
SRC1 inh: inhibitors of human steroid receptor coactivator 1 (SRC1) | Q15788 | HEK293 GAL4-SRC1 luciferase reporter, luminescence | inhibition, % at 3.6 µM | 360,000 compounds, 0.12% hits | AID 588354;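 active = inhibition above the campaign mean plus 3 SD, with each screening campaign given its own cutoff, cut at about 60% in these data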;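 note: 0% = DMSO treated cells and 100% = gossypol at 36 µM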
NR5A2 inv ag: NR5A2 inverse agonism in reporter assay; O00482; HEK293T StAR-luciferase reporter, LRH-1 transfected, 24 h; inhibition, % at 3.6 µM; 360,000 compounds, 0.13% hits; AID 602396;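 active = inhibition above the mean inhibition of all tested compounds plus 3 SD, cut at about 73% in these data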;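 note: 0% = DMSO wells and 100% = reporter-only cells lacking LRH-1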
CF NFkB inh: blocks PAF-induced NF-kB reporter in cystic fibrosis cells | KKLEB NF-kB-GFP reporter, GFP fluorescence overnight | inhibition, % at 5 µM | 360,000 compounds, 0.86% hits | AID 588850;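 active = at least 50% inhibition at 5 µM, scaled per plate between neutral and stimulator controls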;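 note: PAF is a Pseudomonas aeruginosa culture filtrate used as stimulus; plate controls were PAF-stimulated DMSO wells for no effect and unstimulated DMSO wells for full effect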
C8 TRAIL sens: sensitizes caspase-8 expressing cells to TRAIL | NB7+C8 cells + TRAIL, ATPlite viability luminescence | inhibition (viability loss, TRAIL sensitization), % at 10 µM | 360,000 compounds, 1% hits;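 active = compounds causing at least 50% loss of cell viability in the single-dose screen, relative to plate controls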
TROY signal inh: inhibitors of TROY-dependent NF-kB signaling; Q293 LMP1-TROYcd NF-kB luciferase reporter, 4 h; inhibition, % at 10 µM; 360,000 compounds, 0.98% hits; AID 1347056;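 active = compounds whose plate-normalised and pattern-corrected inhibition of the luciferase reporter signal at the single screening dose is 50% or more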
TWEAK-Fn14 inh: blocks TWEAK-Fn14 interaction in a reporter cell assay; inhibition, % at 10 µM; TWEAK-stimulated Fn14 reporter cells, luciferase luminescence, 8 h; 360,000 compounds, 2% hits; in the data active = inhibition above about 50%
The depositor's hits bear a star; nt = no result given; & = joins results of further samples. These rows are one share of the data. The share of hits here may be higher or lower than overall.

Under each structure: Shn3 3UTR inh	TROY signal inh	C8 TRAIL sens	KKLEB tox	TWEAK-Fn14 inh	CF NFkB inh	SRC3 inh	EBV LMP1 NFkB	NR5A2 inv ag	SRC1 inh	COUP-TFII inh
COc1cccc(/C=N/NC(=O)CCCc2ccc(OC)c(C)c2)c1
 : 26	-8	-7	6	-12	1	22	-8	17	-5	-1
Cc1cc(C)nc(NS(=O)(=O)c2ccc(N)cc2)n1
 : -7&-1	-10	-1	-11	9	8	-2	1	-18	-14	5
CN(C(=O)CSc1nnc(NC2CCCCC2)s1)C1CCS(=O)(=O)C1 (stereo not drawn)
 : -2	3	-5	-1	-9	2	17	-1	8	-8	-5
Cc1sc2ncnc(SCC(=O)N3CCOCC3)c2c1C
 : -10	-6	-4	-13	-6	8	2	9	-15	-9	-2
COCC1CCN(C(=O)C2CCC(=O)N(C3CCCC3)C2)CC1 (stereo not drawn)
 : -26	-5	-7	-18	-25	-3	-10	-1	-12	-16	-17
COc1cccc(N2C(=O)CC(N3CCN(CCN=CC4=C(O)CC(C)(C)CC4=O)CC3)C2=O)c1 (stereo not drawn)
 : 15	2	-5	11	-7	-6	13	10	12	2	-13
Cc1cc(N/N=C/c2cccc(Cl)c2)nc(-n2nc(C)cc2C)n1
 : 42	-50	14	-3	-14	7	11	12	8	1	-20
Cn1cnc([N+](=O)[O-])c1Oc1cccc(O)c1
 : -13	8	-18	5	26	5	14	3	-5	-22	-1
COc1ccc(Nc2nc(Nc3ccc(OC)cc3OC)nc(N3CCN(C)CC3)n2)c(OC)c1
 : -15	-2	5	-6	-6	16	9	-5	41	4	-8
Cc1cc(C)nc(S/C=C/C(=O)c2ccccc2)n1
 : 96*	54*	27	24	93*	72*	-27	-8	-75	-79	-17
N#CCCN(CCCN1CCOCC1)CN1C(=O)c2ccccc2C1=O
 : 13	-8	-2	-1	1	-29	2	1	-20	9	12
Cc1nc(NCc2ccccn2)c2c3c(sc2n1)CCCC3
 : 1	14	4	5	-7	2	13	-4	9	0	1
COc1cccc(C(=O)Nn2c(-c3cccs3)nc3ccccc3c2=O)c1OC
 : -11	2	5	-20	7	-10	4	15	6	-11	6
COC(=O)c1cccc(NC(=O)Nc2ccc(Cl)cc2)c1
 : -40	-19	27	8	-3	-6	-44	-5	-81	-42	-22
O=C(C[n+]1ccccc1)N/N=C/c1cccs1
 : 9	-4	1	-1	-2	2	15	-7	-4	10	-12
CCOC(=O)C1=CCN(S(=O)(=O)c2cccc(Cl)c2)C1c1ccc(F)cc1 (stereo not drawn)
 : -11	-1	14	6	15	-2	15	nt	3	0	0
O=C(N1CCN(CCO)CC1)N1c2ccccc2C=Cc2ccccc21
 : -13	6	3	9	2	-14	12	-8	-21	-5	10
CN(C)S(=O)(=O)c1ccc(C(=O)/C=C/c2cccnc2)cc1
 : 63	8	10	7	5	12	13	2	13	5	-8
CCc1ccc(-c2ccc(C(=O)C(F)(F)F)[nH]2)cc1
 : -84	-48	11	0	23	-17	-43	-13	-130	-108	-32
O=C(O)CONC(=O)c1cc(OCC(F)(F)F)ccc1OCC(F)(F)F
 : 13	-13	12	5	-7	-11	11	13	4	2	-4
C=CCC[C@@H](Cc1ccc(F)cc1)C(=O)OC[C@H](Cc1c[nH]c2ccccc12)NC(=O)[C@H](CC=C)CC(=O)N(CCO)Cc1ccccc1
 : 6	17	24	2	60*	2	1	18	11	-1	3
O=C(Cn1cnc2sc(-c3ccccc3)cc2c1=O)NCc1ccco1
 : 7	1	2	10	-14	4	-7	-9	-7	11	16
C/C(Sc1nnc(Cc2ccccc2)o1)=C(/O)c1ccccc1
 : 7	6	-5	11	6	-12	13	-17	10	-3	nt
COc1cc(OC)cc(C(=O)NCc2cc(C)nc3ccccc23)c1
 : 2	8	9	-12	14	4	8	7	-1	14	-17
CC(C)(C)C1=C(C#N)C(c2cc3c(cc2Br)OCO3)C(C#N)=C(N)O1 (stereo not drawn)
 : -3	39	-7	-3	19	6	-1	-2	-12	-4	-23
COc1ccc(NS(=O)(=O)c2ccc(Br)cc2)cn1
 : 4	-9	2	-5	2	4	11	4	-1	-13	10
COc1cccc(NC(=O)COC(=O)c2ccccc2C(=O)N(C)c2ccccc2)c1
 : -12	9	-14	5	5	8	-1	0	7	-5	3
O=C(/C=C/c1ccc(Cl)cc1)Nc1ccc(Br)cn1
 : -16	-23	-6	-8	-45	3	14	-37	9	0	8
O=C(O)c1cnn(-c2ccccc2)c1-n1cccc1
 : -4	9	10	-1	3	5	0	-10	8	-14	-14
CCN(C(=S)Nc1ccc(C(C)=O)cc1)C1CCCCC1
 : -8	-5	24	10	-10	7	18	-8	-6	-33	3
COc1ccc(NC(=O)c2ccc3ccccc3c2)cc1
 : -38	-34	17	0	28	-25	-137	-42	-138	-104	-17
O=C(C1CCCN1C(=O)c1cccs1)N1CCc2ccccc21 (stereo not drawn)
 : -1	-5	-14	10	-24	-29	-1	-9	5	9	6
O=C(CN1C(=O)C2C3C=CC(C3)C2C1=O)NCCc1ccccc1 (stereo not drawn)
 : 2	-7	3	2	-28	13	-27	0	-1	-12	-11
O=C1CC2(CCCCCC2)Oc2ccccc21
 : -11	-5	6	-12	15	-11	2	-13	-14	-24	-7
c1ccc2ncccc2c1
 : -2	7	-1	9	-18	7	8	-8	3	-6	nt
O=C(CCCCCCCCC(=O)N1CCCCC1)N1CCCCC1
 : 5	3	9	2	24	-2	3	15	16	-12	19
CCOC(=O)c1cc2sccc2n1CC(=O)N1CCCc2ccccc21
 : -19	-2	-25	14	-3	1	2	0	8	-7	28
O=C1N/C(=N\N=C\c2cccs2)SC1Cc1ccc(Cl)cc1Cl (stereo not drawn)
 : 2	-6	0	-32	4	3	22	13	20	1	-5
CCOc1ccc(C2CC(c3cccc(Cl)c3)n3nc(N)nc3N2)cc1 (stereo not drawn)
 : 21	-15	-4	2	-11	-17	7	-2	25	0	9
Cc1ccc2c(c1)N(C(=O)CCC(=O)N1CCN(c3ccccc3)CC1)CCO2
 : -18	6	-12	6	2	-26	10	6	2	-2	7
Cc1nc2ccc(C(=O)NCCCN3CCCC3=O)cn2c1N(C)C(=O)CCc1ccccc1
 : 7	-5	8	-6	27	10	2	nt	-5	-10	-1
COc1ccc(N(CC2CO2)S(=O)(=O)c2ccc(C)cc2)cc1 (stereo not drawn)
 : -18	-25	-10	6	8	-11	0	4	-6	-10	13
CSCCC(NS(=O)(=O)c1ccc(Cl)cc1)C(=O)OCC(=O)NC1CC1 (stereo not drawn)
 : 8	-8	-4	-1	-3	10	18	-4	-12	-7	4
CCc1cccc(NC(=O)C2CCCN2S(=O)(=O)c2ccc3c(c2)CC(C)N3C(C)=O)c1 (stereo not drawn)
 : -2	15	-2	-2	16	3	23	-6	11	-2	18
COc1ccc(/C=C/C(=O)C2(O)CCCCC2)cc1
 : 8	-39	19	3	3	7	9	-4	5	-32	-7
O=C(NCCN1CCC(n2c(=O)[nH]c3ccccc32)CC1)c1cc(F)cc(F)c1
 : nt	20	10	nt	5	nt	nt	nt	-13	nt	6
CCCn1c(C(O)c2ccc(OCC)cc2)nc2ccccc21 (stereo not drawn)
 : 1	5	2	8	7	-12	-2	-23	7	-19	6
O=C(Nc1ccccc1)C1CCN(c2nccs2)CC1
 : 1	4	-4	0	-2	-15	19	-1	-4	-11	-6
O=C1CN(C(=O)COC(=O)CCS(=O)(=O)c2ccccc2Cl)c2ccccc2N1
 : 3	-17	-3	4	9	25	13	3	6	-4	8
Cc1ccc(C(=O)Nc2ccccc2C(=O)N2CCCCCC2)cc1
 : nt	-14	-9	3	5	-4	-4	-1	1	-2	-5
Cc1cc(C)c(NC(=O)Cn2c([N+](=O)[O-])cnc2C)c(C)c1
 : 7	-8	1	0	-12	12	4	-1	11	-15	22
CC(=O)NC(=O)NC1OC(=O)C(Cl)=C1Cl (stereo not drawn)
 : 39	3	12	10	-21	6	0	-3	-4	2	0
OC(c1ccccc1)c1ncc(-c2ccccc2F)[nH]1 (stereo not drawn)
 : -76	7	-9	-8	-10	7	-73	nt	-89	-82	-14
CCOc1cc(N2CCOCC2)c(OCC)cc1NC(=O)Cc1cccc2ccccc12
 : 6	-3	12	9	6	-5	-25	8	2	-9	22
COc1cccc(C(=O)N2CCC(n3nccc3NC(=O)C(OC)c3ccccc3)CC2)c1 (stereo not drawn)
 : 4	-5	-30	18	-27	-2	-17	-8	-1	-4	15
CCOc1cc(N2CCOCC2)c(OCC)cc1NC(C)C(=O)N1CCN(CC)CC1 (stereo not drawn)
 : 1	8	6	5	-8	-3	8	0	19	5	4
c1ccc(CN2CCC(Nc3nc(-c4cccnc4)nc4ccccc34)CC2)cc1
 : 6	-2	-1	-38	-87	-6	-5	-9	3	13	-4
CCCCCCCN(C(=O)CCl)c1cccc(C)c1
 : -30	-9	95*	-87*	17	78*	13	1	32	-24	-15
OC1(c2cccc(C(F)(F)F)c2)CCN(Cc2nnnn2CCc2ccccc2)CC1
 : -4	5	-21	11	5	11	15	-1	10	-2	9
Cc1ccc(C(=O)/C=C/c2cn(CN3CCN(C)CC3)c3ccccc23)cc1
 : -76	-37	5	-1	9	-17	-49	-26	-75	-65	-55

The list goes on:
Under each structure: Shn3 3UTR inh	TROY signal inh	C8 TRAIL sens	KKLEB tox	TWEAK-Fn14 inh	CF NFkB inh	SRC3 inh	EBV LMP1 NFkB	NR5A2 inv ag	SRC1 inh	COUP-TFII inh
CS(=O)(=O)N(CC(=O)N1CCCC1)c1ccc(Cl)cc1Cl
 : 0	-5	-6	-5	-6	-1	-9	-2	13	-5	-4
CC(Sc1ccc2ccccc2n1)C(=O)O (stereo not drawn)
 : -1	8	3	7	10	-2	-5	-16	12	11	21&-18
Cc1ccc2c(Cl)cc(Cl)c(OCC(=O)Nc3cccc(S(N)(=O)=O)c3)c2n1
 : 6	45	-8	-7	13	-13	7	4	-7	-5	-9
COC(=O)Cn1c(C)c(C(C)=O)c(C(C)=O)c1C
 : 1	-40	2	-6	-29	-13	11	-2	-14	-46	-12
c1ccc(CCC2Cc3ccccc3N2)cc1 (stereo not drawn)
 : 7	-45	-8	20	-8	-27	-16	-1	11	-14	-15
CCOc1ccccc1OCC(=O)OCc1csc(CC(=O)Nc2ccccc2C)n1
 : -7	-5	-1	-3	-10	6	15	10	2	-30	9
CC1(C(=O)NS(=O)(=O)c2ccc(C#N)cc2)CCN1C(=O)c1cccc2ccccc12 (stereo not drawn)
 : 2	-5	0	7	0	-15	-5	nt	-7	-11	-2
Cc1cc(C)c(N2C(=NC(=O)CCCC(=O)O)SC3CS(=O)(=O)CC32)c(C)c1 (stereo not drawn)
 : 3	-4	11	2	10	1	-1	-4	2	-4	-3
CCc1nc2ccccc2n1CCc1ccccc1
 : 0	-5	5	-5	-16	-7	9	-6	1	-4	-4

Sorted by the number under CF NFkB inh (highest first): three of the compounds above
smiles	CF NFkB inh
CCOc1ccccc1OCC(=O)OCc1csc(CC(=O)Nc2ccccc2C)n1	6
COC(=O)Cn1c(C)c(C(C)=O)c(C(C)=O)c1C	-13
c1ccc(CCC2Cc3ccccc3N2)cc1 (stereo not drawn)	-27
